GRP78 ERSR act: qHTS for Inducers of the Endoplasmic Reticulum Stress Response (ERSR) in Human Glioma: qHTS. U87-MG GRP78 promoter luciferase reporter, 16 h. Potency, µM, without a hit: top-dose activation, actives largely listed as activators. actives 0.02% (n = 420,000). AID 602332, 2012; active = well fitted activation curve with a large enough effect; inconclusive = small, poorly fitted or top-dose-only effect; inactive = no such curve, though single readings can be large or run the other way; note: series mostly up to about 76 µM; % of control where 0% means no effect; nearly all actives have a fitted effect of over 35% in size
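Stably transfected U87-MG glioma cells carrying a GRP78-based luciferase sensor; 16 h compound incubation. Luminescence end-point read 10 min after Bright-Glo addition at room temperature.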
* hit, by the source's call; ? = inconclusive; & = joins results of further samples. Potency is the fitted concentration of half-maximal effect. An excerpt, so the mix of outcomes need not match the whole.

SMILES	GRP78 ERSR act
COCCN(C)C(=O)c1cnn(-c2nccc(-c3cc(C)sc3C)n2)c1C	3%
COC(=O)c1c(OCc2cccnc2)cc(=O)n2c1CCN(Cc1cc3c(cc1Cl)OCO3)CC2	-6%
O=C(NCC1CCC2(CCN(Cc3cc4ccccc4o3)CC2)O1)c1ccccc1 (stereo unspecified)	-4%
CC[C@H](C)[C@H](NC(=O)[C@H](Cc1ccc(O)cc1)NC(=O)[C@H](Cc1cnc[nH]1)NC(=O)[C@H](CCCNC(=N)N)NC(=O)[C@H](CC(C)C)NC(=O)[C@H](C)NC(=O)[C@H](CO)NC(=O)[C@H](Cc1ccc(O)cc1)NC(=O)[C@H](Cc1ccc(O)cc1)NC(=O)[C@H](CCCNC(=N)N)NC(=O)[C@H](C)NC(=O)[C@H](CCSC)NC(=O)[C@H](CC(=O)O)NC(=O)[C@H](CCC(=O)O)NC(=O)[C@H](C)NC(=O)[C@@H]1CCCN1C(=O)[C@H](C)NC(=O)[C@H](CC(=O)O)NC(=O)[C@H](CCC(=O)O)NC(=O)CNC(=O)[C@@H]1CCCN1C(=O)[C@H](CC(N)=O)NC(=O)[C@H](CC(=O)O)NC(=O)[C@@H]1CCCN1C(=O)[C@H](CCCCN)NC(=O)[C@H](CO)NC(=O)[C@@H]1CCCN1C(=O)[C@@H](N)Cc1ccc(O)cc1)C(=O)N[C@@H](CC(N)=O)C(=O)N[C@@H](CC(C)C)C(=O)N[C@H](C(=O)N[C@H](C(=O)N[C@@H](CCCNC(=N)N)C(=O)N[C@@H](CCC(N)=O)C(=O)N[C@@H](CCCNC(=N)N)C(=O)N[C@@H](Cc1ccc(O)cc1)C(N)=O)[C@@H](C)O)[C@@H](C)CC	-3%
Nc1ccn([C@@H]2O[C@H](CO)[C@H](O)C2(F)F)c(=O)n1	-1%
CCn1nc(C)c(CN2CCC3(CCC(CNC(=O)c4ccccc4)O3)CC2)c1C (stereo unspecified)	-4%
O=c1c(-c2ccc(Cl)cc2)nc2cnc(N3CCOCC3)nc2n1Cc1ccc(F)cc1	-5%
Cn1cccc1C(=O)N1CCC[C@@]2(CCN(c3ncccn3)C2)C1	-2%
CC(C)C[C@H](NC(=O)CNC(=O)[C@H](C)NC(=O)[C@H](CC(C)C)NC(=O)[C@H](CCCNC(=N)N)NC(=O)[C@H](Cc1cnc[nH]1)NC(=O)[C@@H](NC(=O)[C@@H](N)C(C)C)[C@@H](C)O)C(=O)N[C@@H](CC(C)C)C(=O)N[C@@H](CO)C(=O)N[C@@H](CCCNC(=N)N)C(=O)N[C@@H](CO)C(=O)NCC(=O)NCC(=O)N[C@H](C(=O)N[C@H](C(=O)N[C@@H](CCCCN)C(=O)N[C@@H](CC(N)=O)C(=O)N[C@@H](CC(N)=O)C(=O)N[C@@H](Cc1ccccc1)C(=O)N[C@H](C(=O)N1CCC[C@H]1C(=O)N[C@H](C(=O)N[C@@H](CC(N)=O)C(=O)N[C@H](C(=O)NCC(=O)N[C@@H](CO)C(=O)N[C@@H](CCCCN)C(=O)N[C@@H](C)C(=O)N[C@@H](Cc1ccccc1)C(N)=O)C(C)C)[C@@H](C)O)C(C)C)C(C)C)C(C)C	-4%
CC[C@H](C)[C@H](NC(=O)[C@H](CCC(=O)O)NC(=O)[C@@H](N)CO)C(=O)N[C@@H](CCC(N)=O)C(=O)N[C@@H](CC(C)C)C(=O)N[C@@H](CCSC)C(=O)N[C@@H](Cc1cnc[nH]1)C(=O)N[C@@H](CC(N)=O)C(=O)N[C@@H](CC(C)C)C(=O)NCC(=O)N[C@@H](CCCCN)C(=O)N[C@@H](Cc1cnc[nH]1)C(=O)N[C@@H](CC(C)C)C(=O)N[C@@H](C)C(=O)N[C@@H](CO)C(=O)N[C@H](C(=O)N[C@@H](CCC(=O)O)C(=O)N[C@@H](CCCNC(=N)N)C(=O)N[C@@H](CCSC)C(=O)N[C@@H](CCC(N)=O)C(=O)N[C@@H](Cc1c[nH]c2ccccc12)C(=O)N[C@@H](CC(C)C)C(=O)N[C@@H](CCCNC(=N)N)C(=O)N[C@@H](CCCCN)C(=O)N[C@@H](CCCCN)C(=O)N[C@@H](CC(C)C)C(=O)N[C@@H](CCC(N)=O)C(=O)N[C@@H](CC(=O)O)C(=O)N[C@H](C(=O)N[C@@H](Cc1cnc[nH]1)C(=O)N[C@@H](CC(N)=O)C(=O)N[C@@H](Cc1ccccc1)C(=O)O)C(C)C)C(C)C	1%
C[C@H](CN1c2ccccc2Sc2cccnc21)N(C)C	-3%
N#Cc1ccc(CN2CC[C@@]3(CCCN(C(=O)c4cnccn4)C3)C2)cc1	-3%
O=C(Nc1ccc(Cl)cc1)OCCN1CCN(Cc2ccccc2)CCC1=O	4%
O=c1c(-c2ccc(Cl)cc2)nc2cnc(N3CCOCC3)nc2n1-c1ccccc1	0%
O=C(c1cnccn1)N1CCC[C@@]2(CCN(c3cccc(-c4ccccc4)c3)C2)C1	-3%
O=c1c(-c2cc(F)cc(F)c2)nc2cnc(N3CCOCC3)nc2n1C[C@H]1CCCO1	-5%
Cc1ncc2c(c1CNC(=O)/C=C/c1cccs1)CCN(C(=O)C1CCCO1)C2 (stereo unspecified)	-2%
COCC(=O)N1CCC2(CC1)CN(Cc1ccccc1OC)C2	-3%
COC1(C)CCC2OC2(C)CCC2C1CC2(C)C (stereo unspecified)	-2%
Cn1cc(-c2nc3cnc(Oc4cccc(Cl)c4)nc3n(CCC#N)c2=O)c2ccccc21	-4%
COc1ccc(-n2c(=O)c(-c3cccs3)nc3cnc(N(C)C)nc32)cc1	-3%
O=C(Nc1ccccc1)N1CC[C@@]2(CCCN(C(=O)c3ccncc3)C2)C1	-4%
Cc1nn(C)c2nc(NNC(=O)Nc3cc(Cl)nc(Cl)c3)cc(C(C)C)c12	-7%
CCCCC(=O)NCCc1c(Cc2ccccc2)[nH]c2ccccc12	-3%&-5%
Cc1cc(C(=O)Nc2cccc(-c3nc(CNC(=O)c4ccc[n+]([O-])c4)c(C)o3)c2)c(C)o1	-3%

Six of these compounds, reformatted.
| SMILES | GRP78 ERSR act |
| --- | --- |
| Cn1cc(-c2nc3cnc(Oc4cccc(Cl)c4)nc3n(CCC#N)c2=O)c2ccccc21 | -4% |
| COc1ccc(-n2c(=O)c(-c3cccs3)nc3cnc(N(C)C)nc32)cc1 | -3% |
| O=C(Nc1ccccc1)N1CC[C@@]2(CCCN(C(=O)c3ccncc3)C2)C1 | -4% |
| Cc1nn(C)c2nc(NNC(=O)Nc3cc(Cl)nc(Cl)c3)cc(C(C)C)c12 | -7% |
| CCCCC(=O)NCCc1c(Cc2ccccc2)[nH]c2ccccc12 | -3%&-5% |
| Cc1cc(C(=O)Nc2cccc(-c3nc(CNC(=O)c4ccc[n+]([O-])c4)c(C)o3)c2)c(C)o1 | -3% |

Other compounds
SMILES	GRP78 ERSR act
COCCn1c(=O)c(-c2ccc(OC)cc2)nc2cnc(OC)nc21	-2%
CN(C)Cc1ccccc1-c1nc(N(C)Cc2ccco2)c2ccccc2n1	-4%
C[C@@H]1CCN=C(N)S1	-1%
C/C=C1\NC(=O)[C@H]2CSSCC/C=C\[C@H](CC(=O)N[C@H](C(C)C)C(=O)N2)OC(=O)C(C(C)C)NC1=O (stereo partly specified)	?
CCC1CN(CCNC(=O)c2cn3cc(C)ccc3n2)Cc2cc(OC)ccc2O1 (stereo unspecified)	3%
O=C(O)C1CN(CCCP(=O)(O)O)CCN1 (stereo unspecified)	-3%
CO[C@H]1COC(=O)C/C=C\[C@@H](C)COC(=O)[C@@H](OCc2ccccc2)/C=C\[C@@H]1C	-3%
O=C(Nc1ccccc1)N1CCCC2(CCNCC2)C1	-3%
N[C@H](C(=O)O)[C@@H]1[C@@H](C(=O)O)C1(F)F	-5%&1%
CC(C)C[C@H](NC(=O)[C@H](CC(C)C)NC(=O)[C@H](CCC(N)=O)NC(=O)[C@H](CO)NC(=O)[C@@H]1CCCN1C(=O)[C@H](CO)NC(=O)[C@H](CO)NC(=O)[C@@H](NC(=O)[C@H](Cc1cnc[nH]1)NC(=O)[C@H](CCC(=O)O)NC(=O)[C@H](Cc1ccc(O)cc1)NC(=O)[C@H](CCCCN)NC(=O)[C@H](CCC(N)=O)NC(=O)[C@H](Cc1ccc(O)cc1)NC(=O)[C@H](CC(=O)O)NC(=O)[C@@H](NC(=O)[C@@H]1CCCN1C(=O)[C@H](CC(=O)O)NC(=O)[C@H](CC(N)=O)NC(=O)[C@H](CC(=O)O)NC(=O)CNC(=O)[C@H](CC(=O)O)NC(=O)[C@@H]1CCCN1C(=O)[C@H](CCC(N)=O)NC(=O)[C@H](Cc1ccc(O)cc1)NC(=O)[C@H](C)NC(=O)[C@H](Cc1c[nH]c2ccccc12)NC(=O)[C@H](Cc1ccccc1)NC(=O)[C@@H](NC(=O)[C@@H](N)CO)[C@@H](C)O)[C@@H](C)O)[C@@H](C)O)C(=O)N[C@@H](C)C(=O)N1CCC[C@H]1C(=O)NCC(=O)N[C@@H](CC(=O)O)C(=O)N[C@@H](Cc1ccc(O)cc1)C(=O)O	-5%
CCOC(=O)N/N=C1/C[C@@H](O)[C@@H](O)[C@@H]2[C@@H]3C(=O)N([C@@H](C)c4ccccc4)C(=O)[C@H]3CC[C@@H]12	-4%
CC(C)C(NS(C)(=O)=O)c1nnc2n1CCN(Cc1ccc(Cl)cc1)CC2 (stereo unspecified)	-4%
C[C@H](NC(=O)/C(C#N)=C/c1ccc(O)c(O)c1)c1ccccc1	?
O=C1CCCC=C1[C@@H](O)COCc1ccccc1	-3%
CC1C(=O)N(C)C(=O)c2nc[nH]c21 (stereo unspecified)	-3%
CN(C)c1nc(CN2CCCCC2c2cccnc2)nc2ccccc12 (stereo unspecified)	-3%
CCOC(=O)[C@]1(C(NC(=O)OC)c2cccc(F)c2)CCCC1=O (stereo partly specified)	-4%
C=C1C[C@@H]2[C@H]3CCC4=CC(=O)C=C[C@]4(C)[C@@]3(F)[C@@H](O)C[C@]2(C)[C@]1(O)C(=O)COC(C)=O	-2%
O=c1[nH]c(=S)[nH]c(-c2ccccc2)c1Cc1c(O)ccc2ccccc12	-4%
O=c1c(-c2ccc(Cl)cc2)nc2cnc(N3CCOCC3)nc2n1C1CC1	-3%
Cc1nc2cnc(Oc3ccccc3)nc2n(CCC#N)c1=O	-2%
C[C@@H](c1ccccc1)N1C(=O)[C@H]2[C@H]3[C@H](O)[C@H](O)C/C(=N/NC(=O)OCc4ccccc4)[C@H]3CC[C@@H]2C1=O	-4%
COc1ccc(CN2CCC3(CCC(CNC(=O)c4ccnn4C)O3)CC2)c(C)c1C (stereo unspecified)	-3%
O=C(N/N=C1/C[C@@H](O)[C@@H](O)[C@@H]2[C@@H]3C(=O)N(Cc4ccc5c(c4)OCO5)C(=O)[C@H]3CC[C@@H]12)OCc1ccccc1	-4%
CCC1CN(CC(=O)NCc2cc(C)n(C)n2)Cc2cc(OC)ccc2O1 (stereo unspecified)	-2%
(list continues)
SMILES	GRP78 ERSR act
N#Cc1cccc(-c2nccc(NCc3cccs3)n2)c1	3%
CC(C)CNC(=O)c1cn(C2CCN(Cc3nc4ccccc4s3)CC2)nn1	-1%
CO[C@H]1COC(=O)CCC[C@@H](C)[C@H](OC)COC(=O)[C@H]2CCCN2C(=O)C/C=C\[C@@H]1C	-6%
COCC(=O)N1CCC2(CC1)CN(C(=O)Nc1ccccc1)C2	-2%
O=C(NCCN1CCCCC1)c1ccc(I)cc1	2%&2%
O=C(c1ccco1)N1CCC[C@@]2(CCN(c3ccncc3)C2)C1	-4%
C=C(CC(=O)OC)C[C@]1(CC(=O)OC)CC2(CC=C(C)C)C(=O)C(C(=O)c3ccccc3)=C(OC(=O)c3ccc(Br)cc3)C(CC=C(C)C)(C1)C2=O (stereo partly specified)	-4%
COCC(=O)N1CCC2(CCN(Cc3nccs3)CC2)CC1	-2%
Cn1cnnc1Sc1ccc(CN2CCOc3ccc(C4=Cc5ccccc5C4)cc3C2)o1	-1%
Cc1ccccc1-c1nc(N2CCN(C)CC2)c2ccccc2n1	-4%
CNc1nc(-c2ccccc2OC)nc2ccccc12	-3%
COC(=O)N1CCC2(CCN(C(=O)Nc3cccc(F)c3)CC2)CC1	0%
CCOC(=O)c1ncc2[nH]c3cccc(OC(C)C)c3c2c1C	-2%
CC(CN1CCc2nnc(CNC(=O)c3cccc(F)c3)n2CC1)c1ccccc1 (stereo unspecified)	-5%
N#CCCn1c(=O)c(-c2cc(F)cc(F)c2)nc2cnc(Oc3ccccc3)nc21	-2%
O=C(c1cnn(-c2nccc(-c3ccccc3F)n2)c1C1CC1)N1CCN(CCO)CC1	-3%
CCOC(=O)[C@@H](N)CS	-5%
CCCCCCCCCCCCCCSCC(=O)O	-4%&-2%
Cc1ccccc1C(=O)NC(C)c1nnc2n1CCN(Cc1ccnc3ccccc13)CC2 (stereo unspecified)	-2%
Cn1cccc1C(=O)N1CCC2(CCN(Cc3ccc(C#N)cc3)CC2)CC1	-5%
COc1ccc(Oc2ncc3nc(-c4cccs4)c(=O)n(Cc4cccc(OC)c4)c3n2)cc1	1%
C/C(CCN1CCCCc2nc(C)c(C)cc21)=N\OC[C@@H](O)COCc1ccco1	-5%
COc1cc(O)c(C(=O)/C=C/c2ccc(OC)c(O)c2)c(OC)c1	13%
O=C(Nc1cccc(F)c1)N1CCCC2(CCN(C(=O)c3ccco3)CC2)C1	-3%

From PubChem
